Compound activity: PubChem, National Center for Advancing Translational Sciences (NCATS)
Rab9 promoter act: Rab9 promoter activation; Huh7 Rab9 promoter-luciferase reporter, luminescence, 24 h; Potency, µM (doses to about 9.22 µM), inactives show at the top dose activation, negative = inhibition, usual class: activators; 320,000 tested, 2.8% active; AID 485297; also: potency is read from the fitted curve at half-maximal effect; % of control where 0% means no effect; nearly all actives have a fitted effect of over 60% in size
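Rab9 promoter-driven luciferase in stably transfected Huh7 cells; 1500 cells/well rested 2 h, exposed to compound in DMSO for 24 h at 37 °C, 5% CO2. Luminescence read 10 min after adding luciferase reagent at ambient temperature.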
Tb PFK block: T. brucei PFK enzyme inhibition; 330,000 tested, 0.17% active; Potency, µM (titrated, usually from 57.5 µM), inactives show at the highest dose activity, negative = inhibition, actives largely listed as inhibitors; T. brucei PFK, ADP-Glo luminescence;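 also: potency is read from the fitted curve at half-maximal effect; 0% = uninhibited 1x PFK enzyme wells and -100% = no-enzyme wells; nearly all actives have a fitted effect of over 60% in size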
Target sequence (O15648 whole entry, looked up): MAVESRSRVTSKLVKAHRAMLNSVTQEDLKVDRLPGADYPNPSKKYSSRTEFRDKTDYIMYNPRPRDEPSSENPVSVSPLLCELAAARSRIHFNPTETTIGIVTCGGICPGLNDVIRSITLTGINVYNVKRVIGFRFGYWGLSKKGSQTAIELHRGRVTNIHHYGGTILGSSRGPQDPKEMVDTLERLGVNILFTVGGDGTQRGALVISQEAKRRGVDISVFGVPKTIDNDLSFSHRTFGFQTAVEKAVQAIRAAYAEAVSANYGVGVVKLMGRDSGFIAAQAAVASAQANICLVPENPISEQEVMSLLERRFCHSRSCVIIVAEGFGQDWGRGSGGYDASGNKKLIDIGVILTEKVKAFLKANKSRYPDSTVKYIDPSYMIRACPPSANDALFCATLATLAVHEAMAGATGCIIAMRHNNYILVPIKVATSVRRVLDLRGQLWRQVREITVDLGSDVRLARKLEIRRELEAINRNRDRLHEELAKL
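1.25 nM PFK with 0.5 mM F6P and 0.1 mM ATP in 0.1 M TEA pH 8.0, 5 mM MgCl2, incubated 45 min at room temperature; ADP measured by ADP-Glo luminescence; compounds titrated up to 57 uM.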
Giardia killer: kills Giardia lamblia | 340,000 tested, 0.15% active | activity change, % at 7.66 µM, hits read low | AID 540267 | Giardia lamblia trophozoite viability; in the data active = activity change below about -80%; inconclusive = between about -30% and that limit;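 also: parasites exposed to compound for two days anaerobically before the ATP read; % is scaled to controls: 0 for no effect and ±100 for the full control effect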
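Each well holds 100 Giardia trophozoites and compound. After two days (48 hrs) at 37 deg C in anaerobic conditions, ATP is quantified by luminescence.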
Gal4-VP16 FLuc: counter-screen for ROR gamma inhibitors: Gal4-VP16 reporter | Drosophila S2 Gal4-VP16 UAS-luciferase, luminescence, 20 h | 310,000 tested, 3.5% active | Potency, µM (doses to about 53.6 µM), inactives show at the highest dose activity, negative = inhibition, actives largely listed as inhibitors | AID 2546;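 also: Gal4-VP16 expression switched on by copper sulfate through the metallothionein promoter; potency is read from the fitted curve at half-maximal effect; % is scaled to controls: 0 for no effect and ±100 for the full control effect; nearly all actives have a fitted effect of over 50% in size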
FBPA coupling cs: inhibits coupling enzyme system, counter-screen for aldolase hits; coupling enzyme system counterscreen, AmpLite Red fluorescence; activity change, negative = inhibition, % at 58.2 µM, hits read low; 290,000 tested, 0.67% active; AID 2472; in the data active = activity change below about -30%; also: % is scaled to controls: 0 for no effect and ±100 for the full control effect
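Fluorescence at 525 nm excitation and 598 nm emission measured inhibition of the coupled detection system without aldolase. Compounds (at 57.5 uM final) were preincubated 10 min at room temperature with coupling enzyme reagent before a 20 min substrate/AmpLite Red step.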
FLuc counter: counter-screen for miR-21 project: firefly luciferase inhibitors or activators | Potency, µM (doses to about 57.5 µM), inactives show at the top dose activity change, negative = inhibition, actives largely listed as inhibitors | P08659 | purified FLuc, Km substrates, luminescence inhibition | AID 588342 | 360,000 tested, 6.9% active;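 also: potency is read from the fitted curve at half-maximal effect; plate controls were vehicle for no effect and reference inhibitor for full effect; nearly all actives have a fitted effect of over 55% in size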
Target sequence (P08659 whole entry, looked up): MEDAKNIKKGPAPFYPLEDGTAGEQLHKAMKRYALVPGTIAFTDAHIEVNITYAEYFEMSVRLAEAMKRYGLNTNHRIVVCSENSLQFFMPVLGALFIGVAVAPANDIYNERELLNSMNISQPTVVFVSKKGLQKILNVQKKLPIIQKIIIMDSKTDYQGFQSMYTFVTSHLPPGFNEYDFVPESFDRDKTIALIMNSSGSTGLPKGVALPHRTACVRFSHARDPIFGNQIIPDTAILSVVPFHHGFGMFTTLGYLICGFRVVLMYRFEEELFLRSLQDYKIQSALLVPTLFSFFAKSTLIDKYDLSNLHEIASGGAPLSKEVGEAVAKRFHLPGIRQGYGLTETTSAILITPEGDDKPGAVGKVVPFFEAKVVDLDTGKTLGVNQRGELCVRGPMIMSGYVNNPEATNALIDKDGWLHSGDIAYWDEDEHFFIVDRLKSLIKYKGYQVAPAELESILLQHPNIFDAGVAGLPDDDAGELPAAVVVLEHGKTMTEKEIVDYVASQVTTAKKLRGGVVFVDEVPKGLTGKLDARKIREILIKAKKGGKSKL
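Biochemical qHTS of compounds, final roughly 60 µM downward over six points, against 10 nM purified firefly luciferase using Km concentrations of substrates (10 uM D-luciferin, 10 uM ATP) in Tris acetate pH 7.5 buffer; luminescence output.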
uPA generation: blocks generation of uPA at the cell surface | cell surface uPA generation assay, qHTS | Potency, µM (series often up to 38.3 µM), for inactives: at the top dose activity change, negative = inhibition, hits mostly inhibitors | 330,000 tested, 0.31% active; active = well fitted inhibition curve with a large enough effect; inconclusive = small, poorly fitted or top-dose-only effect; inactive = no such curve, though single readings can be large or run the other way; tested in mouse RAW 264.7 cells; also: potency is read from the fitted curve at half-maximal effect; % is scaled to controls: 0 for no effect and ±100 for the full control effect; nearly all actives have a fitted effect of over 55% in size
NPC1 prom act: activates the NPC1 promoter | Huh7 NPC1 promoter luciferase reporter, 24 h | AID 485313 | 320,000 tested, 2.4% active | Potency, µM (titrated, usually from 9.22 µM), inactives show at the highest dose activation, hits mostly activators;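 also: potency is read from the fitted curve at half-maximal effect; % of control where 0% means no effect; nearly all actives have a fitted effect of over 60% in size; reporter is driven by a mutant NPC1 promoter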
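Compounds in DMSO were transferred onto Huh7 NPC1-luciferase reporter cells pre-incubated 2 h; after 24 h at 37 °C, Amplite reagent was dispensed and luminescence recorded 10 min later.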
ELG1 genotoxic: induces genotoxicity in HEK293T cells with luciferase-tagged ELG1. HEK293T ELG1-luciferase reporter, luminescence, 16 h. Potency, µM (highest dose often 46 µM), for the others: top-dose activity change, positive = activation, usual class: activators. 330,000 tested, 1.3% active. AID 504466; also: potency is read from the fitted curve at half-maximal effect; % of control where 0% means no effect; nearly all actives have a fitted effect of over 60% in size
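ELG1-luciferase HEK293T cells, 2,000/well; compound pinned in; 16 hr, 37 °C, 5% CO2; ONE-Glo, 30 min RT; luminescence on CCD imager.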
KCNH2 3.1 inh: inhibitors of human KCNH2 3.1 potassium channel isoform. activity change, % (tested at about 1.8 µM). 340,000 tested, 0.95% active. AID 720553. U2OS KCNH2 3.1, thallium flux FluxOr; active compounds read low;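 active = maximum activity change below -70%; inconclusive = maximum activity change from -70% to -50%; inactive = maximum activity change above -50%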;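 also: thallium influx rate constant from kinetic fluorescence after stimulation buffer; % is scaled to controls: 0 for no effect and ±100 for the full control effect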
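We transduce U2OS cells with the mutant 3.1 virus, culture them overnight, load FluxOr with Red40 quencher for 45 min, then add stimulation buffer and read kinetically for 2 min to derive a normalized rate constant.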
RORgamma inh: ROR gamma (mouse) transcription inhibition. AID 2551. 310,000 tested, 5.4% active. P51450. Potency, µM (doses to about 53.6 µM), for the others: top-dose activity change, negative = inhibition, hits mostly inhibitors. Drosophila S2 Gal4-RORgamma UAS-luciferase reporter, 20 h; also: potency is read from the fitted curve at half-maximal effect; % is scaled to controls: 0 for no effect and ±100 for the full control effect; nearly all actives have a fitted effect of over 60% in size
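Using a luciferase readout, inhibitors were identified by reduced reporter activity in Drosophila cells coexpressing a copper-inducible Gal4–ROR gamma fusion and UAS-driven Photinus luciferase, incubated 20 hr after 700 uM copper sulfate.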
* hit, by the source's call; ? = inconclusive; . = not tested or not shown; & = joins results of further samples. Unless noted, calls follow the shape of the dose curve; as a rule, active = well fitted curve in the direction sought with a large enough effect; inconclusive = small, poorly fitted or top-dose-only effect, or another doubt; inactive = no such curve, though single readings can be large; an effect the other way counts as inactive or inconclusive. The order is random (roughly 14% active in at least one column).

SMILES | Rab9 promoter act | Tb PFK block | Giardia killer | Gal4-VP16 FLuc | FBPA coupling cs | FLuc counter | uPA generation | NPC1 prom act | ELG1 genotoxic | KCNH2 3.1 inh | RORgamma inh
Cc1ccc(CNc2ccc(N3C(=O)CCCC3=O)cc2[N+](=O)[O-])cc1 | -1% | -2% | 3 | -7% | -2 | -22% | 1% | 4% | 0% | -2 | -5%
COc1ccccc1NC(=O)CCNS(=O)(=O)c1ccc2[nH]c(=O)oc2c1 | 2% | 1% | -15 | -9% | . | 2% | 6% | -1% | 1% | -2 | 1%
CC(C)=C1SC(N2CCOCC2)=NC1=O | -2% | 1% | 4 | 4% | -1 | 0% | 7% | -3% | 0% | 8 | 18%
COc1cc2c(C(=O)Nc3ccc4c(c3)OCO4)cn(CC(C)C)c(=O)c2cc1OC | -5% | 2% | . | -1% | -3 | -2% | . | -3% | -7% | . | -29%
CCOc1ccc(OCC)c(NC(=O)CN2CCN(CC)CC2)c1 | 1% | 1% | -6 | -1% | 0 | 0% | 2% | -4% | 3% | 5 | -33%
CCOc1ccc(C(=O)COC(=O)Cc2n[nH]c(=O)c3ccccc23)cc1 | -19% | -15% | -19 | . | . | -14% | -11% | -26% | 5% | 21 | .
COCc1cc(=O)n2[nH]c(-c3ccccc3)cc2n1 | 22% | -4% | -19 | 2% | -4 | 19µM* | 1% | 16% | ? | 0 | 23%
COc1ccc(C2(C(F)(F)F)NC(=O)N(C)C(=O)N2C)cc1 (stereo not given) | -11% | 1% | 7 | 1% | 0 | 5% | . | -1% | 2% | -17 | 15%
CC(C)CCNC(=O)C(c1cccnc1)N(CCc1ccccc1)C(=O)Cn1nnc2ccccc21 (stereo not given) | -1% | -7% | -1 | -4% | 2 | 7% | -4% | -2% | -2% | 0 | 3%
Clc1ccc(-c2nnc3n2CCCCC3)cc1 | -9% | 3% | -5 | 5% | 6 | -1% | -2% | 0% | 2% | -8 | 13%
O=C(Cc1c[nH]c2ccccc12)OCCOC(=O)Cc1c[nH]c2ccccc12 | -4% | -10% | 3 | 6% | -6 | -1% | 1% | 1% | 2% | -10 | 2%
O=S(=O)(c1cccc(C(F)(F)F)c1)N1CCN(c2nnnn2-c2ccccc2)CC1 | 2% | -2% | 12 | -3% | 0 | 0% | . | 0% | 3% | -37 | -15%
O=C1CC(c2ccc3c(c2)OCO3)CN1 (stereo not given) | -1% | -3% | -2 | 0% | 0 | 3% | 2% | -1% | 2% | 4 | 3%
Cc1ccccc1NC(=O)COC(=O)c1n[nH]c(=O)c2ccccc12 | -5% | 2% | 16 | . | . | 1% | -1% | -5% | 0% | 1 | .
O=C(CCc1ccccc1)Nc1nncs1 | 3% | -2% | 3 | 2% | . | 1% | 6% | 3% | 3% | 9 | 0%
CCC(C)NC(=O)Cc1cn(C)c2ccccc12 (stereo not given) | 1% | -12% | 0 | -7% | 4 | 1% | -3% | -1% | 2% | -5 | -1%
CCOc1ccc(-c2nc(N)ncc2-c2ccccc2OC)c(O)c1 | -14% | 3% | 6 | -6% | -21 | -1% | 5% | 12% | -1% | -18 | 28%
Cn1cccc1C(=O)NC(=O)CSc1nc2ccccc2s1 | -1% | -5% | -21 | 11% | -1 | -16% | 3% | -2% | -1% | -7 | 5%
Cc1c(C)n(CCN(C)C)c2ccc(C(=O)OCCN(C)C)cc12 | 7% | -1% | 6 | -8%&10% | . | -3% | -8% | -5% | 23% | -2 | 1%&-2%
CCCCc1nnc(NC(=O)CCSc2ccccc2)s1 | 0% | -3% | -4 | 2% | 0 | 0% | 2% | 4% | -1% | -7 | 4%
CCOC(=O)c1cnn(-c2cc(Oc3cccc(C)c3)ncn2)c1N | 2% | -3% | 7 | 10% | 7 | -1% | -6% | 2% | -4% | 4 | 1%
O=C(NCCN1CCN(c2cccc(Cl)c2)CC1)c1ccc(CSc2nc3ccncc3[nH]2)cc1 | 0% | 1% | -3 | ? | 3 | 9% | -11% | -4% | -11% | . | 27%
Cc1nc(-c2ccc(S(=O)(=O)NCC3CCN(C(=O)OC(C)(C)C)CC3)s2)cs1 | -2% | 0% | -10 | -18% | 0 | 1% | 14% | -4% | -12% | -9 | 22%
COc1ccc(NC(=O)CCCn2c(=S)[nH]c3ccccc3c2=O)cc1 | 2% | 4% | -19 | -13% | 0 | -1% | -8% | 1% | 9% | 12 | ?
CC(=O)c1ccc(NC(=O)CSc2nnc(-c3ccncc3)o2)cc1 | -1% | -11% | -2 | . | . | 0% | 4% | 9% | -9% | 14 | .
COc1ccc(C(c2sc3nc(C)nn3c2O)N2CC(C)OC(C)C2)cc1OC (stereo not given) | -2% | -4% | 11 | -9% | -1 | 5% | -10% | ? | 4% | 18 | 18%
COc1ccccc1NC(=O)c1nnn(CC(=O)Nc2cccc(SC)c2)c1N | 8% | 2% | -4 | ? | -3 | -18% | . | 1% | 9% | 2 | 6.3µM*
NC(=O)CC[C@@H]1NC(=O)[C@H](CO)NC(=O)c2cc([N+](=O)[O-])cc(I)c2NCC[C@@H](C(N)=O)NC(=O)[C@H](Cc2ccc(O)cc2)NC1=O | -3% | -3% | . | -9% | -1 | 1% | . | -7% | 0% | . | 5%
COc1ccc(N2CCN(C(=O)COC(=O)CCc3ccccc3OC)CC2)cc1 | -2% | -6% | 11 | . | . | 5% | 6% | -2% | 11% | 12 | .
O=C(NCc1ccc(Cl)cc1)c1ccccc1Oc1ccccc1 | 7% | 0% | -13 | -16% | 5 | -4% | -3% | 2% | -7% | -17 | 27%
CC1CCN(C(=O)CN(CCc2ccccc2)S(C)(=O)=O)CC1 | -3% | 2% | 5 | 4% | 1 | 0% | 1% | 1% | -2% | 1 | 1%
COc1ccc(CN2CCN(C(=O)c3cccc4ccccc34)CC2)cc1Br | 0% | 2% | -21 | ? | 1 | 1% | -3% | -4% | -11% | 38 | 16%
O=C(C1CN(C(=O)c2cc3cc(Cl)ccc3o2)c2ccccc2O1)N1CCCCC1 (stereo not given) | ? | 0% | -3 | . | . | 6% | -5% | -7% | -1% | ? | .
C=CCSc1n[nH]c(-c2ccccc2)n1 | 28% | 3% | 8 | ? | 0 | ? | 2% | 28% | ? | -20 | ?
CCOCCCNC(=O)CN1C(=O)/C(=C/c2ccccc2)Sc2ccccc21 | -1% | 0% | 8 | ? | -4 | -4% | 2% | -1% | -6% | 8 | 0%
CCOC(=O)c1cccc(NC(=O)C2CCC(CNc3c(N4CCOCC4)c(=O)c3=O)CC2)c1 (stereo not given) | -2% | 0% | -1 | 12% | -2 | -2% | 4% | 2% | 1% | 5 | -2%
CC(C)NC(=O)c1ccccc1-c1nc(-c2ccccc2Cl)no1 | 4% | 3% | -2 | 3% | -1 | 15µM* | -5% | 2% | 0% | -3 | 27%
COc1cccc(-n2c(SC)nnc2-c2cnccn2)c1 | 1% | -1% | -6 | -1% | 1 | 3% | . | -4% | 6% | 1 | 3%
Cc1nn(Cc2ccccc2)c(C)c1NC(=O)CSc1nc(-c2ccccc2)nc2c1cnn2-c1ccccc1 | ? | 0% | -11 | 0% | 1 | 6% | 1% | -3% | -5% | 1 | -11%

Single records, as listed above:
COc1cccc(-n2c(SC)nnc2-c2cnccn2)c1 in the list: Rab9 promoter act = 1%; Tb PFK block = -1%; Giardia killer = -6; Gal4-VP16 FLuc = -1%; FBPA coupling cs = 1; FLuc counter = 3%; uPA generation = .; NPC1 prom act = -4%; ELG1 genotoxic = 6%; KCNH2 3.1 inh = 1; RORgamma inh = 3%
Cc1ccccc1NC(=O)COC(=O)c1n[nH]c(=O)c2ccccc12 in the list: Rab9 promoter act = -5%; Tb PFK block = 2%; Giardia killer = 16; Gal4-VP16 FLuc = .; FBPA coupling cs = .; FLuc counter = 1%; uPA generation = -1%; NPC1 prom act = -5%; ELG1 genotoxic = 0%; KCNH2 3.1 inh = 1; RORgamma inh = .

3 compounds already listed, ordered by the value under uPA generation, smallest number first.
Compound	uPA generation
CC(C)NC(=O)c1ccccc1-c1nc(-c2ccccc2Cl)no1	-5%
CC1CCN(C(=O)CN(CCc2ccccc2)S(C)(=O)=O)CC1	1%
CC(=O)c1ccc(NC(=O)CSc2nnc(-c3ccncc3)o2)cc1	4%
